MOR-DOR ag – OPRM1-OPRD1 heterodimerization agonism; cells, luminescence; activation, % at 9.3 µM; 340,000 compounds, 0.3% hits; AID 504326; in the data active = activation above about 18%;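 also: 0% = vehicle-treated cells and 100% = reference agonist; values of inactives mirror those of a sister screen read the other way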
Target sequence (P35372 whole entry, looked up): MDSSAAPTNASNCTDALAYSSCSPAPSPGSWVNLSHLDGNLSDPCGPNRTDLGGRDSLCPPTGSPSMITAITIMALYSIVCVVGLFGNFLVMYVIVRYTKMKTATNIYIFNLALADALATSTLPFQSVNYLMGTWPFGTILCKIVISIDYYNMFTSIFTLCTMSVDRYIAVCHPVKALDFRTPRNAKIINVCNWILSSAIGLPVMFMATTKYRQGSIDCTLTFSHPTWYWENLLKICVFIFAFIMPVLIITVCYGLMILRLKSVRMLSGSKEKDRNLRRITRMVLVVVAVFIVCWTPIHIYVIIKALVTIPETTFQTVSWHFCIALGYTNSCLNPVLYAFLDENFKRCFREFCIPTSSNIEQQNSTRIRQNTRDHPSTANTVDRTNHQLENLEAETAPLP
Target sequence (P41143 whole entry, looked up): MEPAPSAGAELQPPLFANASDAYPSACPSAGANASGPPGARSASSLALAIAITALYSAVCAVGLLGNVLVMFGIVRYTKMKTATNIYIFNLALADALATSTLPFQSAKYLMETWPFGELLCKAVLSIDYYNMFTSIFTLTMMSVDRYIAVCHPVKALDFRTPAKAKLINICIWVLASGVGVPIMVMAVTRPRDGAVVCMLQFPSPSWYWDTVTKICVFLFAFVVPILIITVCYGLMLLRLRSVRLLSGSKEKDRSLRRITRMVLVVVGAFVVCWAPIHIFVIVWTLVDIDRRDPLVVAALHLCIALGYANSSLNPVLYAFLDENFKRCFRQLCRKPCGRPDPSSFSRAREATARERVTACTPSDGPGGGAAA
PKA-R2B act – activators of human PKA-R2B complex. P22694+P31323. PKA-R2B holoenzyme dissociation, Cy5-IP20 fluorescence polarization; R2B truncated from residue 108, S112A mutant; 0% DMSO only, 100% 113 µM cGMP. activation, % at 11.4 µM. 340,000 compounds, 0.079% hits. AID 504700;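 active = activation above a cutoff set at the mean over all compounds plus 3 SD, cut at about 18% in these data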;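 also: higher means more holoenzyme dissociation and a rise in polarization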
V-ATPase pH – regulators of yeast V-ATPase proton transport; S. cerevisiae, pHLuorin cytosolic pH fluorescence; response, % at 10 µM; 350,000 compounds, 0.37% hits; in the data active = response mostly above about 7.3%, no sharp cut-off; inactive = mostly below about 5.4%; also: actives read high; inactives centre near 0; some compounds called inactive have numbers as strong as hits; reference of the scale not given here
HTR5A inv ag – HTR5A inverse agonism, opioid heterodimer counter-screen. inhibition, % at 9.3 µM. P47898. HTR5A cell line, luminescence. AID 504634. 340,000 compounds, 0.083% hits; in the data active = inhibition mostly above about 23%, no sharp cut-off; inactive = mostly below about 18%;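 also: 0% = cells with DMSO and 100% = no-cell wells with DMSO; some compounds called inactive have numbers as strong as hits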
PKA-R1A activ – activators of PKA-R1A complex | PKA-R1A dissociation, Cy5-IP20 fluorescence polarization; scaled: DMSO 0%, 113 µM cGMP 100% | 340,000 compounds, 0.083% hits | activation, % at 11.4 µM | AID 504707;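 active = percent activation above the mean of all tested compounds plus 3 SD, cut at about 19% in these data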;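 also: higher means more PKAc released from R1A so a rise in polarization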
HTR5A ag ctr – activates human HTR5A in OPRM1-OPRD1 agonist counter-screen. HTR5A agonist assay, luminescence, cell-based. activation, % at 9.3 µM. 340,000 compounds, 0.61% hits. AID 504692; in the data active = activation mostly above about 9.5%, no sharp cut-off; inactive = mostly below about 7.6%;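 also: 0% = cells with vehicle only and 100% = reference agonist; strong numbers were not always called active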
DSG3 Ab inh – inhibitors of pemphigus antibody binding to human desmoglein-3. P32926. DSG3-coupled beads, scFv-anti-DSG3-GFP binding, flow cytometry; active compounds read low. binding (percent of control), % at 10 µM. 310,000 compounds, 0.48% hits;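 active = binding more than 3 SD below its plate's average and above zero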;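 also: hits lower antibody fragment binding to DSG3; some compounds called inactive have numbers as strong as hits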
OPRM1-OPRD1 inv – inverse agonists of human mu-delta opioid receptor heterodimerization | cell-based MOR-DOR heterodimer luminescence, inverse agonism | AID 504357 | 340,000 compounds, 0.21% hits | inhibition, % at 9.3 µM; in the data active = inhibition above about 22%, passing the limit was not always enough;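 also: 0% = cells with DMSO and 100% = wells without cells with DMSO; values of inactives mirror those of a sister screen read the other way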
Arr AP2 block – human beta-arrestin and AP2 interaction inhibition | AID 504490 | inhibition, % at 10 µM | FITC-arrestin peptide / GST-AP2 beads, flow cytometry; AP2 beta2 appendage carries R879A mutation | 340,000 compounds, 0.31% hits;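 active = inhibition above a set limit, near 3 SD of compounds lacking own fluorescence, cut at about 54% in these data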;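 also: plate controls were DMSO wells for no effect and 5 µM unlabelled arrestin peptide for full effect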
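System: GST-AP2 R879A glutathione beads. Medium: PBS with 0.05% Tween 20 and 0.1% BSA. Also added: FITC-arrestin peptide, 50 nM. Incubation: 12 min plus 1 h, RT. Measured by: high-throughput flow cytometry of beads, ex 488, em 535 nm. Evaluation: percent drop in bead-associated FITC signal.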
DAGLB inh – diacylglycerol lipase beta (human) inhibition. Q8NCG7. HEK293T DAGLB membrane lysate, EnzChek fluorogenic substrate. inhibition, % at 5.17 µM. 340,000 compounds, 0.059% hits. AID 504411; in the data active = inhibition above about 34%;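 also: 0% = enzyme with vehicle and 100% = wells lacking enzyme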
Active calls of the source: *; / = not tested or not shown.

Results follow in this order: MOR-DOR ag | PKA-R2B act | V-ATPase pH | HTR5A inv ag | PKA-R1A activ | HTR5A ag ctr | DSG3 Ab inh | OPRM1-OPRD1 inv | Arr AP2 block | DAGLB inh
O=C(Nc1cnccn1)c1ccncc1
→ -3.4 | 10 | 7 | -15 | -5 | -1 | 94 | 18 | -1 | -2
Cc1ccc(OCC(O)Cn2c(N)nc3c2c(=O)n(C)c(=O)n3C)cc1 (configuration not stated)
→ -2.0 | -15 | -3 | 5 | -12 | -2 | 111 | 9 | -2 | 0
COc1ccc(S(=O)(=O)NCC(c2ccc3c(c2)OCO3)N2CCOCC2)cc1C (configuration not stated)
→ -2.1 | -6 | 0 | 6 | 7 | -2 | 105 | 11 | 11 | 2
O=C(CCl)Nc1cn(-c2ccccc2)nc1-c1ccc(F)cc1
→ -0.7 | -3 | -2 | -10 | -3 | 4 | 114 | 4 | 32 | -2
C/C(=N\NC(=O)c1cc(-c2cccnc2)nc2ccccc12)c1ccccc1O
→ 0.6 | -2 | 3 | -34 | -3 | 7 | 125 | -3 | 4 | 3
Cc1ccccc1NC(=O)CSc1nnc(Cc2ccccc2)o1
→ -2.1 | -3 | 4 | -14 | -1 | -3 | 81 | 12 | 25 | -2
CC1CCCCN1Cc1nc2c(c(=O)n(C)c(=O)n2C)n1Cc1c(F)cccc1Cl (configuration not stated)
→ 0.0 | -1 | -4 | 4 | -3 | -1 | 96 | 0 | 19 | 2
Cc1ccc(C(=O)N(CC(=O)NC2CCCC2)c2ccc3c(c2)OCCO3)s1
→ -4.5 | 1 | -2 | -11 | 0 | -1 | 96 | 22 | 14 | -2
CC(C)(C)c1ccc(OCC(=O)NCCN2CCOCC2)cc1
→ -1.4 | -4 | -1 | -13 | 4 | 4 | 93 | 9 | -9 | 2
O=C(O)CN1C(=O)CSC1=S
→ -3.9 | -8 | -3 | -3 | 0 | 1 | 107 | 18 | 25 | -3
CC(C)N(C)CCOC(=O)c1ccc2c(c1)OCCO2
→ -2.1 | -13 | 2 | -15 | 1 | -1 | / | 13 | -2 | 2
O=C(NCc1cccnc1)c1ccc(COc2ccc(Cl)cc2Cl)o1
→ -2.2 | 0 | 4 | -9 | -8 | 2 | 103 | 11 | 5 | -1
N#C/C(=N\Nc1cccc(F)c1)C(=O)C1CC1
→ -3.3 | -10 | -1 | 10 | -10 | -2 | 107 | 17 | -7 | 2
CN(C)S(=O)(=O)c1ccc(N2CCCC2)c(C(=O)Nc2nc(-c3ccc(F)c(F)c3)cs2)c1
→ -1.1 | 1 | -1 | 0 | 4 | 0 | 94 | 7 | 5 | 2
COc1ccc(NC(=S)NCc2cccs2)cc1OC
→ -1.4 | -4 | -1 | -19 | -3 | 2 | 93 | 7 | 12 | -5
Cc1cc(F)ccc1S(=O)(=O)N1CCCOC1CNC(=O)C(=O)NC1CCCC1 (configuration not stated)
→ -0.6 | -13 | -5 | -16 | 4 | 4 | / | 3 | 0 | 2
Cc1ccc(/C=C2\SC(=S)N(CCCC(=O)Nc3nccs3)C2=O)cc1
→ -2.3 | -10 | 1 | -20 | 3 | 6 | 96 | 12 | -9 | -2
Cc1ccc(CS(=O)(=O)CC(C)(O)c2ccc(Cl)cc2)cc1 (configuration not stated)
→ -1.4 | -5 | -5 | -8 | -2 | 2 | 87 | 7 | 3 | -5
COc1ccc2cnn(CCOc3ccccc3)c(=O)c2c1OC
→ -0.5 | -8 | -2 | -11 | 2 | 0 | / | 2 | -1 | -7
COc1ccc(OC)c(NC(=O)COC(=O)c2ccc(S(=O)(=O)N3CCCCC3)cc2)c1
→ / | -11 | -2 | / | 0 | / | 102 | / | / | -4

Continued.
Results follow in this order: MOR-DOR ag | PKA-R2B act | V-ATPase pH | HTR5A inv ag | PKA-R1A activ | HTR5A ag ctr | DSG3 Ab inh | OPRM1-OPRD1 inv | Arr AP2 block | DAGLB inh
CCc1cccc(NC(=O)C2CCCC2)c1
→ -1.4 | 2 | 4 | 0 | 1 | 0 | / | 8 | -11 | -5
Cc1ccccc1NC(=O)CN1C(=O)S/C(=C\c2ccc(-c3cccc(C(=O)O)c3C)o2)C1=O
→ -2.4 | -7 | 1 | 8 | 3 | -4 | 95 | 12 | 11 | 1
CCOc1cc(/C=N/NC(N)=O)cc(Br)c1OCc1ccccc1
→ 4.2 | -5 | -2 | -1 | -7 | 11 | 102 | -23 | -2 | -5
CCc1cc(C(=O)Nc2ncccc2O)sc1C
→ 1.7 | 1 | 1 | 5 | -3 | -2 | 113 | -7 | -3 | 1
CC(C)c1ccc(C2C3=C(COC3=O)Nc3cc4c(cc32)OCO4)cc1 (configuration not stated)
→ 11 | -12 | 2 | -45 | 0 | 17* | 101 | -51 | 7 | 2
CC(C)(C)NC(=O)c1ccc(NC(=O)C2COc3ccccc3O2)cc1 (configuration not stated)
→ -1.5 | -6 | 5 | 4 | -10 | -1 | / | 9 | 27 | 0
O=C(c1ccc(N2CCCC2=O)cc1)N1CCN(c2ccccc2F)CC1
→ -3.6 | -3 | 0 | -10 | 4 | 1 | 102 | 20 | 1 | 1
O=S(=O)(c1ccc(NC(=S)NC23CC4CC(CC(C4)C2)C3)cc1)N1CCCCC1
→ / | -1 | 1 | / | 8 | / | 107 | / | / | -4
Cc1cc(Br)c(NC(=O)CN2CCCC2)c(Br)c1
→ -2.1 | -1 | -4 | 1 | 1 | 0 | 102 | 11 | 2 | -1
Oc1cccc(CN2CCCCC2)c1
→ -0.9 | 4 | 8 | -19 | -5 | -1 | 87 | 6 | 2 | 1
O=C(O)c1cccc(Nc2ccc([N+](=O)[O-])c3nonc23)c1
→ -4.5 | 4 | 1 | 15 | -2 | -4 | 102 | 25 | 12 | 8
COc1ccc(C/C(N)=N/OC(=O)c2cccc([N+](=O)[O-])c2)cc1
→ 5.3 | -1 | -1 | -14 | -12 | 8 | 83 | -27 | -1 | -5
Cc1ccc(C(=S)N2CCN(Cc3ccccc3)CC2)s1
→ 1.9 | -15 | 0 | -10 | -8 | 4 | 97 | -11 | -4 | -5
O=C(COC(=O)c1ccc(O)cc1O)NC(=O)NCc1ccccc1
→ -4.1 | -4 | -2 | 21 | 2 | 0 | / | 15 | -5 | -2
COc1ccc(NC(=O)C2CCCCN2S(=O)(=O)c2ccc(F)cc2)cc1 (configuration not stated)
→ 1.4 | 1 | -1 | -6 | 0 | 2 | 106 | -7 | 5 | -4
CC(=O)c1c(C)nn(CC(=O)NC2CCCN(Cc3ccc(CC(C)C)cc3)C2)c1C (configuration not stated)
→ -1.2 | -7 | -1 | 0 | -4 | 3 | 97 | 6 | -11 | 0
COc1ccc(C2c3ccc4ccccc4c3Oc3ncn(CCN(C)C)c(=N)c32)cc1 (configuration not stated)
→ 0.4 | -8 | -1 | 3 | 9 | -1 | 114 | -2 | 10 | 0
NS(=O)(=O)c1ccc(N=Nc2c(-c3ccccc3)[nH]n(-c3nc(-c4ccccc4)cs3)c2=O)cc1
→ -4.3 | -14 | 1 | -5 | 0 | -2 | 113 | 23 | 15 | 14
COc1ccccc1-c1nnc(NC(=O)CCS(=O)(=O)c2ccc(F)cc2)o1
→ / | -3 | 0 | / | 11 | / | 100 | / | / | -6
Cc1ccc(-c2ccccc2[C@@H]2C[C@H]3CN(C)C(=O)[C@]34CCCN24)o1
→ 1.1 | 2 | 1 | 7 | -1 | 5 | 98 | -6 | 12 | 2

Other structures.
Results follow in this order: MOR-DOR ag | PKA-R2B act | V-ATPase pH | HTR5A inv ag | PKA-R1A activ | HTR5A ag ctr | DSG3 Ab inh | OPRM1-OPRD1 inv | Arr AP2 block | DAGLB inh
O=C(c1ccccc1)N(C(=O)c1ccccc1)N1CCCC1
→ -0.8 | -3 | -1 | 7 | -9 | -2 | 113 | 4 | 4 | -1
O=C(NCc1cccc(C(F)(F)F)c1)N1CCN(C(=O)c2ccccc2)CC1
→ 0.2 | 11 | 1 | 19 | 4 | -8 | 91 | -1 | 0 | 1
COc1ccccc1-n1c(CNC(=O)c2ccco2)nnc1SCC(=O)Nc1nccs1
→ 2.2 | 11 | 0 | -21 | 5 | 4 | 106 | -12 | 5 | -2
CN(Cc1ccccc1)C(=O)CC(c1ccccc1)c1cc(Cl)ccc1O (configuration not stated)
→ 10 | -3 | 1 | -45 | -12 | 1 | 101 | -57 | 25 | -10
Cc1ccc(C2=CSC3=NCCN23)cc1
→ -0.3 | -12 | 1 | -14 | -8 | 2 | 106 | 2 | -5 | 0
Cc1c(Cl)cccc1NC(=S)NCCc1ccc(Cl)cc1
→ 4.4 | -12 | -2 | -1 | -11 | 0 | 119 | -21 | 11 | -11
CCOC1(c2ccccc2)OC(=O)c2ccccc21 (configuration not stated)
→ -2.5 | -2 | -1 | -8 | -8 | 3 | 102 | 15 | -1 | -2
Cc1ccccc1Nc1c(-c2ccncc2)nc2ccc(Br)cn12
→ -1.3 | 0 | 4 | -2 | -6 | 1 | 92 | 8 | 6 | 4
O=C(c1ccco1)N1CCN(C(=O)c2cc(-c3ccccn3)nc3ccc(Cl)cc23)CC1
→ -2.5 | 0 | -3 | 8 | -4 | -3 | 98 | 12 | -8 | -1
O=S(=O)(Cc1cc(Sc2ccc(Cl)cc2)nc(-c2ccccc2)n1)c1ccccc1
→ -3.0 | -8 | 4 | 2 | -4 | -2 | 94 | 14 | 16 | -2
CCN1CCN(c2ccc(S(=O)(=O)N3CCCCC3)cc2NC(=O)c2sccc2C)CC1
→ -0.9 | 1 | 0 | 12 | 8 | -4 | 108 | 6 | -20 | 0
CCNc1nc(NCC)n2c(SCC(=O)Nc3ccc(F)cc3[N+](=O)[O-])nnc2n1
→ -1.1 | -10 | 2 | -10 | -8 | 3 | 110 | 5 | 21 | -1
On1c(-c2ccccc2Cl)nc2ccccc21
→ -2.8 | -11 | -1 | 3 | -1 | -1 | 100 | 16 | 6 | -1
COC(=O)Cc1coc2cc(OC)ccc12
→ 0.3 | 5 | -3 | -21 | -3 | 8 | 101 | -2 | 23 | -3
Cc1ccc(CNC(=O)COc2ccc(S(=O)(=O)N3CCCC3)cc2)cc1
→ -0.6 | 14 | 0 | 16 | 7 | -6 | / | 5 | -2 | 0
N=c1c2c(-c3ccccc3)c(-c3ccccc3)n(Cc3ccco3)c2ncn1CCN1CCOCC1
→ 1.2 | 1 | -1 | -10 | 9 | -1 | 102 | -6 | 4 | 3
Cc1c(N=C(N)/N=C(\N)Nc2ccccc2)c(=O)n(-c2ccccc2)n1C
→ -1.7 | 3 | 1 | 9 | -4 | -3 | / | 9 | -1 | 0
CCOC(=O)Nc1sc2c(c1C(N)=O)CCC(C)C2 (configuration not stated)
→ -0.2 | -4 | -1 | -6 | -1 | 1 | 84 | 2 | 4 | -1
Cc1noc(C)c1NC(=O)N(C)C[C@H]1Oc2ccc(NS(=O)(=O)c3cn(C)cn3)cc2C(=O)N([C@H](C)CO)C[C@@H]1C
→ -1.9 | -4 | 2 | 5 | -7 | 0 | 103 | 11 | 7 | 1

Source: PubChem BioAssay
